# CAL PDZ FP-1 = human CAL PDZ-peptide interaction inhibition. 330,000 tested, 0.02% active. Q9HD26. AID 504414. inhibition, % at 20 µM. purified CAL PDZ, TMR-peptide fluorescence polarization, 1 h;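 active = highest replicate inhibition of at least 40%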;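 note: plate controls were DMSO neutral control wells for no effect and unlabeled competitor peptide control wells for full effect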
#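 material = purified tagged CAL PDZ domain construct (CerCALP) | compound dosing = 20 µM, one dose | times = 1 h at RT | measured by = fluorescence polarization from S- and P-plane intensities, G-factor corrected | read-out = inhibition from polarization loss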
# Keap1-Nrf2 PPI = disrupts human Keap1 binding to Nrf2 peptide; inhibition, % at 9.4 µM; 340,000 tested, 0.15% active; Keap1 Kelch-Nrf2 peptide fluorescence polarization, 1536-well; AID 504523; Q14145; in the data active = inhibition above about 12%;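 note: human Keap1 Kelch domain with fluorescein labeled Nrf2 9mer peptide probe; 0% = neutral control wells and 100% = peptide positive control; higher means more block of Keap1 binding to Nrf2 peptide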
# C-LANA FP = KSHV C-LANA DNA binding inhibition | MBP-C-LANA/FAM-LBS DNA binding, fluorescence polarization | inhibition, % at 9 µM | 340,000 tested, 0.078% active | AID 504423;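 active = highest replicate inhibition at or above 60% at 9 µM, even if other replicates fall short; inactive = all replicates below 60% inhibition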;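 note: 0% = neutral control wells and 100% = 4 µM acridine orange control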
# SR-BI uptake up = enhances SR-BI lipid uptake from DiI-HDL | 320,000 tested, 0.096% active | activation, % at 12.5 µM | CHO ldlA[mSR-BI] cells, DiI-HDL uptake fluorescence, 3 h; 100 = double the neutral-control signal;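 active = mean replicate activation of at least 60% and every replicate at or above 60%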;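 note: 0% = median plate neutral-control signal and 100% = twice that signal; values of inactives mirror those of a sister screen read the other way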
#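 Material – SR-BI-overexpressing, LDLR-lacking CHO cells · Medium – BSA-supplemented, HEPES-buffered Ham's F12, pH 7.4 · Doses – single concentration · Times – compound with DiI-HDL co-incubation, 3 h at 37 °C · Measured by – bottom-read fluorescence, 550/595 nm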
# RTF Ca sens inh = cardiac RTF calcium desensitization; 340,000 tested, 0.12% active; P19429+P45379; inhibition, % at 7.15 µM; IANBD-labeled cardiac RTF, Ca2+ fluorescence;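 active = inhibition above the mean inhibition of all tested compounds plus 3 SD, cut at about 17% in these data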;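 note: assay run at fixed EC70 calcium of 1.6 mM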
# CAL PDZ FP-2 = CAL PDZ (human) peptide binding inhibition; Q9HD26; purified CAL PDZ, TMR-peptide fluorescence polarization, 1 h; inhibition, % at 24.9 µM; 300,000 tested, 0.92% active; AID 602252;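 active = mean inhibition of at least 30% with at least half of replicates also reaching 30%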;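 note: 0% = DMSO neutral control and 100% = excess unlabeled competitor peptide PRC23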
# DAGLB inhibitor = diacylglycerol lipase beta (human) inhibition; Q8NCG7; HEK293T DAGLB membrane lysate, EnzChek fluorogenic substrate; inhibition, % at 5.17 µM; 340,000 tested, 0.059% active; in the data active = inhibition above about 34%;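 note: 0% = enzyme with vehicle and 100% = wells lacking enzyme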
# Rtt109 HAT inh = inhibitors of Candida albicans Rtt109/Vps75 histone acetyltransferase | Q5AAJ8 | purified Rtt109/Vps75, ThioGlo CoA-SH fluorescence, 4 h | inhibition, % at 34.9 µM | 330,000 tested, 0.16% active | AID 540336;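 active = inhibition of at least 50% in every replicate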
# RTF Ca sens act = cardiac RTF calcium sensitization; AID 493008; P19429+P45379; activation, % at 7.2 µM; IANBD-labeled TnC RTF fluorescence at EC20 calcium; 0% EC20 calcium, 100% full calcium; 340,000 tested, 0.24% active;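 active = activation above the mean over all tested compounds plus 3 SD, cut at about 30% in these data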;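 note: rise in fluorescence read as greater calcium sensitivity of cardiac thin filaments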
# PKA-R2B act = activators of human PKA-R2B complex | P22694+P31323 | PKA-R2B holoenzyme dissociation, Cy5-IP20 fluorescence polarization; R2B truncated from residue 108, S112A mutant; 0% DMSO only, 100% 113 µM cGMP | activation, % at 11.4 µM | 340,000 tested, 0.079% active;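 active = activation above a cutoff set at the mean over all compounds plus 3 SD, cut at about 18% in these data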;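 note: higher means more holoenzyme dissociation and a rise in polarization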
# Target sequence (P31323 whole entry, looked up, other chains not shown, the tested form may be a part): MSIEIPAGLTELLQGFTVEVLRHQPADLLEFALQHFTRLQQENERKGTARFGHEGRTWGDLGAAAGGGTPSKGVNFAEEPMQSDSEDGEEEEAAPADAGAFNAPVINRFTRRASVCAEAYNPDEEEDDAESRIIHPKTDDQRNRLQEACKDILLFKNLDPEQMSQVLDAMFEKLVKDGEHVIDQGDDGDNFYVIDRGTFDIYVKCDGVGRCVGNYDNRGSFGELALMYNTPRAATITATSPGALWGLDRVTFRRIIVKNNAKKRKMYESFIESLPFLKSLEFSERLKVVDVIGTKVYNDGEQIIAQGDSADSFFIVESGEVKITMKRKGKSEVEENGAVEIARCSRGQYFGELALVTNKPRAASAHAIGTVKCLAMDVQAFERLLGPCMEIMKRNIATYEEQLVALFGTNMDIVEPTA
# * marks the source's active call; other numbers are inactive results; . = not tested or not shown.
compound	DAGLB inhibitor	Keap1-Nrf2 PPI	C-LANA FP	PKA-R2B act	CAL PDZ FP-2	RTF Ca sens inh	SR-BI uptake up	Rtt109 HAT inh	RTF Ca sens act	CAL PDZ FP-1
CCn1c(SCc2nc(-c3cccs3)no2)nnc1-c1c[nH]c2ccccc12	0	-1	-0.5	-6	1	-2	-18	5	-6	-2.0
COc1ccc(N2CCN(C(=O)COC(=O)Cc3cccc(OC)c3)CC2)cc1	0	5	2.0	-3	-5	0	13	-14	-2	-1.7
COc1ccc(CCNC(=S)N2CCN(S(=O)(=O)c3cccc(F)c3)CC2)cc1	-2	-1	1.5	-6	0	4	-1	2	1	-1.5
O=C(CC(NC(=O)c1ccccc1)c1ccccc1)Nc1ccc(F)c(F)c1 (stereo not given)	-1	-3	0.1	-5	-1	-2	8	0	-1	0.0
Cc1ccc(-c2ccccc2NC(=O)CS(=O)CC(=O)Nc2ccc(C)c(Cl)c2)o1 (stereo not given)	-2	3	2.2	-7	-8	1	-9	-24	4	-0.2
COc1ccc(C(=O)Nc2ccc(NC(=O)c3cc(OC)c(OC)c(OC)c3)cn2)cc1	-2	-3	-1.0	2	0	-6	-77	-7	2	-2.1
COc1ccc(OC)c(/C=N/NC(=O)c2[nH]nc3c2CCc2ccccc2-3)c1	2	-5	-1.3	2	1	9	-43	22	3	-1.6
Cc1noc(C)c1CSc1ccccc1C(=O)N(C)CC(=O)Nc1cccc(F)c1	-5	6	2.5	-2	-6	-5	4	5	2	-2.8
CCOc1cc(CNc2ncnc3nc[nH]c23)ccc1OC	1	4	-0.4	-7	.	-5	14	-7	-3	-0.5
CCC(=O)c1ccc(OCC(O)CN2CCN(S(=O)(=O)N3CCCCC3)CC2)cc1 (stereo not given)	0	2	1.7	-1	-4	-8	-30	12	-1	-0.8
C/C(O)=C(\C#N)c1nc2ccccc2[nH]1	-2	-2	-1.3	-8	-2	1	33	-7	12	-1.1
CC1(C)Cc2c(sc(NC(=O)C(=O)N3CCCC3)c2C(=O)O)CO1	1	-6	0.5	3	-1	3	9	-11	-1	-1.8
CN(CC(=O)Nc1ccccc1-c1ccccc1)Cc1ccccc1Cl	-14	4	-1.8	-15	-1	-10	-17	-1	4	0.1
CC(C)(C)N1CC2([N+](=O)[O-])CN(C(C)(C)C)CC([N+](=O)[O-])(C1)C2	2	-3	1.8	1	-4	-8	48	-9	1	0.4
CN(C)CCOCCP(=O)(c1ccccc1)c1ccccc1	-1	2	0.6	-14	.	-2	13	-1	-2	-0.3
COc1ccc(CCNC(=O)CSc2nc(C)nc3sccc23)cc1OC	0	1	0.3	6	5	2	10	-5	4	0.0
O=C(NNC(=S)Nc1ccc(Cl)cc1Cl)c1ccncc1	7	-3	-0.5	-8	0	-13	14	1	0	-1.3
COC(=O)C1CN(C(=O)COc2ccc(Cl)cc2C)c2ccccc2O1 (stereo not given)	-5	-5	1.0	1	-2	-5	-1	5	0	-0.3
Cc1c(CN2CCC(C(=O)Nc3ccc(Oc4ccccc4)nc3)CC2)cnn1C	2	-2	-0.3	-7	1	-4	-1	1	-1	-0.9
COC(=O)c1ccc(COc2ccc3c4c(c(=O)oc3c2)CCC4)o1	-2	2	0.9	6	-5	-7	13	-13	-4	-0.5
O=[N+]([O-])c1ccc(N2CCN(c3ccc(Cl)nn3)CC2)cc1NC1CC1	3	-3	-0.1	-7	4	-4	-56	0	8	-0.6
CCC(=O)N(Cc1ccc(C)cc1)Cc1cc2cc3c(cc2[nH]c1=O)OCO3	1	-5	-1.1	-7	-2	1	-3	7	-6	-0.2
CCN(CC)Cc1c(O)ccc2c(=O)c(-c3ccc(Cl)cc3)coc12	1	5	-4.7	-4	4	1	-2	-6	-4	.
CCC/C(O)=C1\C(=O)CC(c2ccccc2)CC1=NC(C)C(=O)O (stereo not given)	0	-1	-3.9	-3	-9	-2	36	0	9	-0.8
COc1ccc(C(=O)O/N=C(\C)c2cnccn2)cc1	-7	-2	-0.3	1	1	-9	15	-4	1	0.0

# Bioassay records deposited in PubChem by several laboratories.
